hIAP act: human IAP activators, primary screen, biochemical, luminescence, uHTS; Intestinal-type alkaline phosphatase (Homo sapiens), P09923; purified human IAP, CDP-Star luminescence, 30 min; hits give high values; 1 = vehicle-only enzyme, 0 = enzyme-free background; AID 2524, 2010; activation factor at 10 µM; hit rate 0.16% among 330,000;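 active means activation factor of the enzyme at least 2-fold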; further: the source names both 10 and 20 µM as test concentration; values of inactives mirror those of a sister screen read the other way
SENP1 FRET inh: human SENP1 catalytic domain inhibitors, primary screen, biochemical, FRET, uHTS; recombinant SENP1 catalytic domain, CyPet-SUMO1-YPet FRET cleavage; inhibition, % at 10 µM; hit rate 0.21% among 360,000; Sentrin-specific protease 1 (Homo sapiens), Q9P0U3;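 active means inhibition at least 30% at 10 µM, raw YFP signal under a set limit, fluorescence ratio 0.5 to 1.5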;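 further: 0% = enzyme with DMSO and 100% = no enzyme wells; some results filed as inactive read as strong as hits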
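system = hSENP1 catalytic domain, recombinant | reagent = SFCypet-SUMO1-SFYpet substrate at 25 nM | doses = one dose per compound, 10 µM, 0.5% DMSO | incubation = enzyme reaction for 50 min at room temperature, dark | measured by = FRET, CFP and YFP emission | controls = no-enzyme low, enzyme-DMSO high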
MPTP block: mitochondrial permeability transition pore inhibitors, primary screen, biochemical, isolated mouse mitochondria, absorbance. inhibition, % at 10 µM. Ca2+ swelling absorbance, 30 min. hit rate 1.4% among 360,000. AID 602449, 2012;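 active means inhibition of 50% or more, scaled per plate between neutral and stimulator controls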;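 further: 0% = DMSO wells given calcium and 100% = 1 mM EGTA wells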
NR3A LBD binder: binders of NR3A ligand-binding domain, primary screen, biophysical, differential scanning fluorimetry, uHTS | NR3A LBD differential scanning fluorimetry, Tm shift; 0% = protein alone, 100% = glycine-bound protein | Tm shift relative to glycine control, % at 25 µM | hit rate 2.5% among 340,000 | AID 1259313, 2017 | Glutamate receptor ionotropic, NMDA 3A (GRIN3A) ligand-binding domain;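 active means melting temperature shift of at least 10% of the positive control shift, at one fixed dose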
SENP6 block: SENP6 protease inhibitors, primary screen, biochemical, luminescence, uHTS. hit rate 1.8% among 330,000. inhibition, % at 10 µM. Recombinant SENP6 catalytic domain, aminoluciferin luminescence. Sentrin-specific protease 6 (Homo sapiens), Q9GZR1;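 active means inhibition above about 50% at the single tested dose, limit read from the data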;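 further: plate controls were DMSO wells with enzyme for no effect and DMSO wells lacking enzyme for full effect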
Target sequence (Q9GZR1 628-1112 limits assumed): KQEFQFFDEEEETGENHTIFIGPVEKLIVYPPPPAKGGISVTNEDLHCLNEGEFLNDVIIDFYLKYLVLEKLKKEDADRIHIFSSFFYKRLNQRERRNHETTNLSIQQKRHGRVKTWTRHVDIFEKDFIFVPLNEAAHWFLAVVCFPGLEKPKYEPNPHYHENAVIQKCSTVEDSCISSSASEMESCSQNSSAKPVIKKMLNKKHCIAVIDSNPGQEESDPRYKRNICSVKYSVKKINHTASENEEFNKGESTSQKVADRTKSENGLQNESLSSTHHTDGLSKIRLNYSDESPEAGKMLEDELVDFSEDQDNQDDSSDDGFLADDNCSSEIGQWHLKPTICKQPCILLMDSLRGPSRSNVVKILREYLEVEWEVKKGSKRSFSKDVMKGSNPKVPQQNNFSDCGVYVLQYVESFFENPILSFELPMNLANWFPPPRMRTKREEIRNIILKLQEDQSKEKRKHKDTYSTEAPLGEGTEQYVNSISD
SENP8 block: human SENP8 protease inhibitors, primary screen, biochemical, fluorescence, Nedd8 protein substrate, uHTS; Sentrin-specific protease 8 (Homo sapiens), Q96LD8; recombinant SENP8; inhibition, % at 20 µM; hit rate 0.64% among 360,000; AID 602440, 2012; in the data active means inhibition mostly above about 40%, no sharp cut-off; inactive means mostly below about 27%
Target sequence (Q96LD8 whole entry, looked up): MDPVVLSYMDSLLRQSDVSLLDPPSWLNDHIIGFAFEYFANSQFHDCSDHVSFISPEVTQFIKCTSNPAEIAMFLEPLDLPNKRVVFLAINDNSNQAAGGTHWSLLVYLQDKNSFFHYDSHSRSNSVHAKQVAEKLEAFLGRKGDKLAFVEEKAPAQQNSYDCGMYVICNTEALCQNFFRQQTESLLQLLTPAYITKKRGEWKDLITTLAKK
ATG4B inh: ATG4B protease inhibitors, primary screen, biochemical, fluorescence, uHTS; inhibition, % at 8.33 µM; ATG4B cleavage of LC3-PLA2, NBD-HPC fluorescence, 1 h; Cysteine protease ATG4B (Homo sapiens), Q9Y4P1; hit rate 0.51% among 340,000; in the data active means inhibition above about 40%
Target sequence (Q9Y4P1 whole entry, looked up): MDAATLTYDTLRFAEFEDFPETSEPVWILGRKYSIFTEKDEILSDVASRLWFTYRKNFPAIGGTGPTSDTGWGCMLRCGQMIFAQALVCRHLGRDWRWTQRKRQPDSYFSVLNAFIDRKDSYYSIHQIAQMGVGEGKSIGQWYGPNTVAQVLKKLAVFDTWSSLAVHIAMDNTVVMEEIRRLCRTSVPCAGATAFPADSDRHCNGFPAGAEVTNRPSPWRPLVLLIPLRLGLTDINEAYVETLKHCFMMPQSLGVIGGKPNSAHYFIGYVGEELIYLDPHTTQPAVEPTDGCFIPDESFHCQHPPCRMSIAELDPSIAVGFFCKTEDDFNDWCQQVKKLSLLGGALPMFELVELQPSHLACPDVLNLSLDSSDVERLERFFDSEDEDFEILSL
PfGluPho inh: PfG6PD enzyme inhibitors, primary screen, biochemical, fluorescence intensity, uHTS. glucose-6-phosphate dehydrogenase-6-phosphogluconolactonase (Plasmodium falciparum 3D7). PfGluPho enzyme, NADPH resazurin-diaphorase fluorescence. inhibition, % at 20 µM. hit rate 0.78% among 350,000. AID 504690, 2011;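 active means inhibition reaching at least a set limit at 20 µM in the primary screen, cut at about 59% in these data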;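 further: 0% = DMSO wells with substrate and 100% = DMSO wells lacking glucose-6-phosphate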
* hit, by the source's call; · = not tested or not shown.

SMILES	hIAP act	SENP1 FRET inh	MPTP block	NR3A LBD binder	SENP6 block	SENP8 block	ATG4B inh	PfGluPho inh
CC(C)(C)c1nnc(N/N=C/c2ccccc2)n(N)c1=O	1.1	-1	-0.2	-2	3	33	-6	-1
Nc1nnc(Cc2ccccc2F)s1	1.1	0	1.0	0	-5	4	2	12
O=C(NCC1CCCO1)C1CC(=O)N(C2CCCC2)C1 (stereo not drawn)	0.81	0	-1.1	2	7	6	-7	7
CN(C)S(=O)(=O)c1cccc(C(=O)NCc2cccs2)c1	0.86	3	-6.8	1	-3	10	-5	-10
CCOC(=O)C1(Cc2cccc(Cl)c2)CCCN(C(=O)CCSC)C1 (stereo not drawn)	0.96	1	3.5	0	-12	7	0	9
CCS(=O)(=O)N1CCC(C(=O)NCCN2CCOCC2)CC1	0.87	-2	16	1	4	8	-4	0
COc1ccccc1-c1cc(C(F)(F)F)n2ncc(C(=O)N3CCc4ccccc4C3)c2n1	1.3	-56	-0.7	0	2	-385	1	11
CC1CN(C(=S)Nc2cccc(F)c2)CC(C)O1 (stereo not drawn)	1.1	3	0.6	3	16	12	3	-5
COCCn1c(-c2ccc(F)cc2)nc2cccnc21	1.1	1	0.2	0	-4	11	-5	-3
CC1(C)Oc2cc3oc(=O)ccc3cc2C[C@@H]1O	1	-3	-0.9	-2	4	-484	-4	1
CCCCc1ccc(NC(=O)N2CCNC(=O)C2CC(=O)Nc2ccsc2C(=O)OC)cc1 (stereo not drawn)	1.1	1	-1.8	-1	11	10	-17	30
COc1cc(-n2c(=O)c3ccccc3n(CC(=O)c3ccc(Br)cc3)c2=O)cc(OC)c1OC	0.99	1	0.4	1	-16	22	0	2
CC(C)Sc1nnc(NC(=O)CCc2ccccc2)s1	1.1	2	1.6	-1	-8	13	-18	3
Cc1nnc(SCC(=O)Nc2ccc(OC(F)F)c(Cl)c2)n(N)c1=O	1.1	0	-1.5	2	-13	19	-3	15
O=C(CN(Cc1ccccc1)C(=O)c1ccc2c(c1)OCCO2)NCc1ccc2c(c1)OCO2	1.1	0	-5.6	1	-6	12	2	14
COc1cc(NC(=O)CCc2nnc3ccc(NCc4ccco4)nn23)cc(OC)c1	1.2	-14	0.0	1	-5	-9	0	9
OCCN1CCN(C2CCC(c3ccc(F)cc3)c3ccc(F)cc32)CC1 (stereo not drawn)	0.88	1	-3.2	-4	-16	4	-3	-1
O=C(NCC1CCCO1)c1ccc(CS(=O)(=O)Cc2ccc(F)cc2)o1 (stereo not drawn)	0.94	1	12	0	-1	32	-1	-3
COC(=O)c1ccccc1OC(=O)c1ccc(Br)o1	0.78	2	2.1	-3	-18	12	2	-6
COC(=O)[C@@]12CCCN1[C@H](c1ccc(-c3ccc4c(c3)OCO4)cc1)[C@H]1C(=O)N(C)C(=O)[C@H]12	0.92	-3	0.4	0	11	2	2	2

Grouped by structure: the entries above with a furan ring, fused or not.
SMILES	hIAP act	SENP1 FRET inh	MPTP block	NR3A LBD binder	SENP6 block	SENP8 block	ATG4B inh	PfGluPho inh
COc1cc(NC(=O)CCc2nnc3ccc(NCc4ccco4)nn23)cc(OC)c1	1.2	-14	0.0	1	-5	-9	0	9
O=C(NCC1CCCO1)c1ccc(CS(=O)(=O)Cc2ccc(F)cc2)o1 (stereo not drawn)	0.94	1	12	0	-1	32	-1	-3
COC(=O)c1ccccc1OC(=O)c1ccc(Br)o1	0.78	2	2.1	-3	-18	12	2	-6

(list continues)
SMILES	hIAP act	SENP1 FRET inh	MPTP block	NR3A LBD binder	SENP6 block	SENP8 block	ATG4B inh	PfGluPho inh
COc1ccccc1Nc1nc(-c2cccc([N+](=O)[O-])c2)nc2ccccc12	0.87	5	-0.4	-3	-7	10	1	-7
COc1cc(CN(C2CCCCC2C)S(=O)(=O)c2ccc(S(=O)(=O)NC3CC3)cc2)cc(OC)c1OC (stereo not drawn)	1.1	-1	2.4	-4	1	12	-12	4
CCn1cnc2cc(NCc3ccc(OC)cc3)ccc21	1.2	-8	0.4	0	-9	-300	-2	11
O=C(c1cccc(S(=O)(=O)N2CCN(c3ccccc3)CC2)c1)N1CC=C(c2ccccc2)CC1	1	0	-0.6	1	17	1	-2	-2
C/C(=N\NC(=S)Nc1ccc(C)c(C)c1)c1ccc(N2CCOCC2)cc1	1.1	2	0.2	-11	5	-241	3	3
O=C(NCCCN1CCOCC1)c1cc(S(=O)(=O)N2CCOCC2)c(Cl)cc1Cl	0.85	1	0.3	-2	-8	4	-1	1
Cc1ccc(CCN2CCN=C2N(C)C)cc1	0.88	1	-0.6	2	-12	15	-2	19
CCCn1c(N)c(C(=O)CSc2ncn[nH]2)c(=O)n(C)c1=O	0.97	0	-1.2	0	6	13	-6	-2
O=C(CN1C(=O)NC2(CCCCCCC2)C1=O)NCc1cccs1	1	-2	-0.1	1	1	-3	-8	-8
COc1ccc(NC(=O)CCS(=O)(=O)c2cccc3nonc23)cc1Cl	0.86	3	0.0	-3	7	5	-1	4
CN(C)c1ccc(C(=O)N/N=C/c2cc(Br)cc(Br)c2O)cc1	1.1	-33	42	7	-10	-167	-7	-21
CC(=O)N1CCN(C(=O)/C(C#N)=C/c2ccc3c(c2)OCO3)CC1	1	-2	0.6	0	-19	2	3	-13
CC1CCN(c2ccc(/C=N/n3nnnc3N)cc2[N+](=O)[O-])CC1	1.2	0	2.6	-32	-3	23	-10	0
O=C(NC(=S)Nc1cc(Cl)ccc1Cl)c1ccco1	·	1	0.0	·	·	4	·	-9
O=C(CN1CCN(S(=O)(=O)c2ccccc2[N+](=O)[O-])CC1)Nc1ccc(N2CCOCC2)cc1	1	0	2.0	-1	-5	13	-9	4
CN(C(=O)c1c[nH]c(=O)cc1C(F)(F)F)c1ccc(Cl)c(Cl)c1	0.94	-1	4.3	-1	-2	-23	-3	-13
COc1c(C(=O)Nc2nccs2)ccc2ccccc12	0.82	2	0.6	-3	10	-26	-11	-4
C/C(N)=C(/C#N)C(=O)COC(=O)C1CCC(C(C)(C)C)CC1 (stereo not drawn)	0.96	-2	-1.1	-12	11	24	-9	15
CNC(=O)c1ccc2nc(NC(C)=O)sc2c1	0.99	-2	-0.9	-2	-3	-15	-2	11
CCc1nc2oc3ccc(C)cc3c(=O)c2cc1C(=O)OC	·	-11	-0.4	4	·	-22	4	16
CCN(CC(=O)Nc1ccc([N+](=O)[O-])cc1OC)CC(=O)NC(C)(C)C	0.96	0	0.6	-2	2	18	5	12
COc1cccc(OCCNC(=O)CSc2ccc(C(F)(F)F)cc2[N+](=O)[O-])c1	1.1	-1	76*	-4	-13	26	-2	6
CCN(CC)C(=O)Cn1cc(SCC(=O)NC2CCCC2)c2ccccc21	1.1	1	2.6	0	13	35	-7	0
CCCn1nnnc1NCc1ccccc1F	0.96	0	0.3	1	-15	8	6	-8
COC(=O)c1ccc([C@@H](O)[C@H](C)C(=O)CC(=O)OC(C)(C)C)cc1	0.91	3	0.2	1	-12	15	-4	6
CC(=O)CSc1ncnc2sc3c(c12)CCC(C)C3 (stereo not drawn)	0.99	-3	2.2	1	1	19	-5	-14
CC12CC3CC(C1)CC(C(=O)NNC(=O)c1ccncc1)(C3)C2	1.1	1	-1.8	1	-8	5	-7	5
CCOC(=O)C(CC1=CS(=O)(=O)c2ccc(Cl)cc21)(NC(C)=O)C(=O)OCC	·	0	1.8	·	·	-7	·	16
O=C(NNc1ccccc1[N+](=O)[O-])Nc1ccc(F)cc1	0.78	-4	-3.6	0	13	24	4	31
COc1ccc(N2C(=O)N3[C@H](c4ccc(Cl)cc4)[C@@H]4C(=O)N(C5CCCCC5)C(=O)[C@@H]4[C@]3(Cc3ccc(Cl)cc3)C2=O)cc1	0.9	2	-0.8	-5	-10	7	11	-22
Cc1ccc(C2CC(C(F)(F)F)n3nc(C(=O)NCc4c(C)nn(C)c4C)c(Cl)c3N2)cc1 (stereo not drawn)	0.9	7	1.6	-20	-4	11	-5	3
Cc1cc(N2CCN(S(=O)(=O)c3ccc4c(c3)OCCO4)CC2)n2ncnc2n1	0.9	1	-1.5	0	-11	12	6	-16
CC1=C(C(=O)N(C)C)CC(CC(=O)NCCCCc2ccccc2)C(=O)N1CCC1=CCCCC1 (stereo not drawn)	·	0	0.2	·	·	5	·	2
COC(=O)C(NNc1ccccc1C)(NC(=O)c1ccc(F)cc1)C(F)(F)F (stereo not drawn)	0.95	1	1.8	3	-10	-11	-2	9
CCC(C)[C@H](NC(=O)N1CCCC1)C(=O)OC (stereo partly drawn)	1.2	1	-1.0	2	-12	10	0	2
COc1ccc(-c2ccc(/C=N/N3C(=O)C4C5C=CC(C6CC56)C4C3=O)o2)c([N+](=O)[O-])c1 (stereo not drawn)	0.85	-17	8.7	-3	2	-18	15	1
Cn1c(SCC(=O)NC2CCCCCC2)nnc1-c1ccco1	0.91	2	-0.5	1	-2	3	-7	-7
NC(=O)C1CCN(C(=O)c2cc(Cl)c3c(c2)OCCO3)CC1	1.1	1	0.1	-1	14	8	6	1
Cc1ccccc1Cn1cc(NC(=O)c2cc3nc(-c4ccco4)cc(C(F)(F)F)n3n2)cn1	0.92	-75	0.0	-3	-10	-135	38	0
CCc1ccc(C(=O)C(C)OC(=O)C2COc3ccccc3O2)cc1 (stereo not drawn)	0.99	4	0.0	3	-6	19	32	11
COc1ccc(OC)c(S(=O)(=O)N2CCC(C(=O)NCc3ccncc3)CC2)c1	0.98	3	-0.7	1	-19	3	-7	-9
CN(C(=O)COC(=O)c1ccc([N+](=O)[O-])cc1)c1ccccc1	1	0	-0.6	0	9	13	-5	-8
CS(=O)(=O)c1ccc(Cl)c(S(=O)(=O)NCc2ccccc2)c1	1.2	-1	-0.4	0	1	21	-2	-5
O=C1C2CCCN2C(=S)N1C1CCCCC1 (stereo not drawn)	0.96	1	-0.8	-1	12	29	17	-10
COc1cc(OC)c2c(-c3cccc(-c4ccc(O)cc4)c3)cc(=O)oc2c1	·	3	-0.6	-8	·	-6	-7	10
COc1cc(C2C3=C(COC3=O)OC(C)(C)Oc3cc4c(cc32)OCO4)cc(OC)c1OC (stereo not drawn)	·	2	0.8	0	·	9	2	-14
COc1cc(C(=O)O)cc(NC(=O)c2ccco2)c1OC	0.94	-1	-0.4	-3	1	10	-4	-3
CCN(c1ccccc1)S(=O)(=O)c1ccc(C(=O)Nc2ccc(C)cn2)cc1	1	1	0.2	1	-2	14	-9	20
CC1(C)Cc2c(sc3c2c(=O)n(-c2cccc(Cl)c2)c(=O)n3CC(N)=O)CO1	1.3	2	2.4	0	-5	32	-5	2
COCCn1c(SCC(=O)Nc2cc(C)on2)nc2c(c1=O)SC(C)C2 (stereo not drawn)	0.99	-1	-0.7	-2	1	26	5	-1
N#C/C(=C\c1ccc(O)c(O)c1)C(=O)c1ccc(O)c(O)c1	0.63	3	4.8	2	83*	11	-6	-16
CC(=O)Nc1ccc(N2C(=O)CSC2c2ccccc2[N+](=O)[O-])cc1 (stereo not drawn)	0.96	5	0.8	0	-3	9	-5	-6

Two entries drawn at random from the list so far, as already listed:
SMILES	hIAP act	SENP1 FRET inh	MPTP block	NR3A LBD binder	SENP6 block	SENP8 block	ATG4B inh	PfGluPho inh
COc1ccc(NC(=O)CCS(=O)(=O)c2cccc3nonc23)cc1Cl	0.86	3	0.0	-3	7	5	-1	4
CCS(=O)(=O)N1CCC(C(=O)NCCN2CCOCC2)CC1	0.87	-2	16	1	4	8	-4	0
